GPR151 activ: human GPR151 activation; Q8TDV0; PathHunter beta-arrestin GPR151 cells, luminescence; activation, % at 11.2 µM; 1% of 650,000 active; AID 1508602; in the data active = activation above about 4.9%;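 also: 0% = median of compound wells and 100% = cells with positive control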
Target sequence (Q8TDV0 whole entry, looked up): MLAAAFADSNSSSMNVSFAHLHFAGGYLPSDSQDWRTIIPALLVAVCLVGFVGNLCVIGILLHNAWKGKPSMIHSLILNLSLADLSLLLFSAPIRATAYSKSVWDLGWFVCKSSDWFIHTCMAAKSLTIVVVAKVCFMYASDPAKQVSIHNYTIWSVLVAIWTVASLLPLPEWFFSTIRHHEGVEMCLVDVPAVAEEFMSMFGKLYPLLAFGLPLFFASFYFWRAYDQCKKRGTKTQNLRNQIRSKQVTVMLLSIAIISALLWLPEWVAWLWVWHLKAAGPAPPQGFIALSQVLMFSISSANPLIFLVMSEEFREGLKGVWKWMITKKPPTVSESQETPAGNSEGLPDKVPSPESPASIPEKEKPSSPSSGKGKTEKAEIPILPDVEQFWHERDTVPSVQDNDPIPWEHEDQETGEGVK
MITF inh: inhibitors of human MITF; O75030; AlphaScreen MITF homodimerization, bead proximity signal; inhibition, % at 2.6 µM; 0.91% of 650,000 active; AID 1259374; in the data active = inhibition above about 50%;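 also: 0% = vehicle wells with protein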
TEAD-YAP inh: TEAD-YAP interaction inhibition. HEK-TIYL cells, TEAD-Gal4/YAP UAS-luciferase luminescence. inhibition, % at 9.12 µM. 1.4% of 640,000 active. AID 1259422; in the data active = inhibition above about 32%;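 also: 0% = median of test compound wells and 100% = reference inhibitor wells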
FBW7 act: activators of human E3 ligase FBW7. Q969H0. AlphaScreen FBW7–phospho-cyclin E peptide binding, activator screen. normalized activity (activation), % at 26.1 µM. 0.13% of 650,000 active; in the data active = normalized activity above about 1.9%;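 also: purified mutant Fbw7 with reduced substrate affinity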
Target sequence (Q969H0 whole entry, looked up): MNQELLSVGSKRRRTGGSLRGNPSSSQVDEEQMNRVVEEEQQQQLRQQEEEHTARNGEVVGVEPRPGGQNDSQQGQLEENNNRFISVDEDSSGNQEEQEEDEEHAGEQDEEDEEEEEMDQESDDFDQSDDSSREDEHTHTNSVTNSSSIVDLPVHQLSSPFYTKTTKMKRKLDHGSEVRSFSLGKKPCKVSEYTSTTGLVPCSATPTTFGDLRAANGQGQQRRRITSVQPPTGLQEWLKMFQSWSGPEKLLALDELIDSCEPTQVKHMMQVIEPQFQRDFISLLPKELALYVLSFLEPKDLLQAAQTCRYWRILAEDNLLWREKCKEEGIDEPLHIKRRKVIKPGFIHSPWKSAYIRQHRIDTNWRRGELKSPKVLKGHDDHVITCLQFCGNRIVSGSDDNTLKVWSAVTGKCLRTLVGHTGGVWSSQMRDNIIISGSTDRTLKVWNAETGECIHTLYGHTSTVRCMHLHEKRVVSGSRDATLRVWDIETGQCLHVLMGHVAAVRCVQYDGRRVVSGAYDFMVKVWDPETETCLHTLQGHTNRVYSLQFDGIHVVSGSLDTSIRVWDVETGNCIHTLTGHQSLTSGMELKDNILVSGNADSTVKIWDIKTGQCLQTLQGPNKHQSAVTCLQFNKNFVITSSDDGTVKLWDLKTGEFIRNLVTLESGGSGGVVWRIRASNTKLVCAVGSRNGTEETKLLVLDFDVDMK
An asterisk follows results filed as active; & = joins results of further samples.

compound,GPR151 activ,MITF inh,TEAD-YAP inh,FBW7 act
C=CC(C)Sc1nc2c(c(=O)[nH]c(=O)n2C)n1CCOC (centres undefined),-0.8,9.9,1.0,-0.1
COc1cc(Nc2cc(-c3cccc(N)c3)ncn2)cc(OC)c1OC,-0.6,-9.0,-3.5,0.0
Cc1nn(C)c(C)c1CN(C)S(=O)(=O)c1ccc2ccccc2c1,1.7,-1.8,56.3*,-0.1
O=C1CC(NC2CCCCC2)C(=O)N1c1cccc2ccccc12 (centres undefined),-0.7,32.2,-0.6,0.0
Cc1ccc(CC2(CCC(=O)N(C)C(C)c3cccs3)CCC(=O)N2)cc1 (centres undefined),-0.2,9.6,-21.2,-0.4
Cc1sc2ncn(CC(=O)NCCCN3CCCC3)c(=O)c2c1S(=O)(=O)N1CCCCC1,0.6,7.5,1.2,-0.1
O=C(c1cnn2c3c(cnc12)CCCCC3)N1CCc2ccccc2C1,-0.8,4.0,-8.4,0.2
CCc1cc2cc(C)ccc2nc1SCC(=O)Nc1nonc1C,0.0,3.6,-6.3,1.3
Cc1onc(-c2ccccc2Cl)c1C(=O)OCC(=O)c1ccc(Br)cc1,1.6,8.7,8.1,-0.1
CCOC(=O)c1csc2c1CCC(Br)(Br)C2=O,-0.2,16.9,4.6,0.3
CN(C)c1ccc(C2C3C(=O)N(c4ccccc4)C(=O)C3ON2c2ccc(Cl)cc2)cc1 (centres undefined),0.0,-4.7,-12.7,0.0
CCNC(=O)c1ccc2nc(N3CCCCC3)sc2c1,-1.1,11.3,-44.1,0.7
O=C(c1n(O)c2ccccc2[n+]1O)N1CCCC1,1.9,-2.2,10.2,-0.3
O=C(NCC1CCCO1)c1cc([N+](=O)[O-])ccc1Sc1nc2ccccc2[nH]1 (centres undefined),-1.1,-12.7,-8.3,0.2
O=C1c2ccccc2C(=O)N1Nc1ccccc1,-1.1,-16.0,3.9,-0.1
COC(=O)C1CCN(C(=O)CSc2ccccc2)CC1,0.6,4.0,-18.9,-0.1
C(=N\Nc1ccc(N2CCOCC2)nn1)/C1=C(N2CCOCC2)C(=C/c2ccccc2)/CC1,2.4,-1.3,-0.9,0.3
Cc1onc(C(=O)NC2CCCC2)c1[N+](=O)[O-],-0.1,-5.2,4.4,1.4
O=C(COc1ccc(I)cc1)Nc1ccc(-c2nc3ccccc3s2)cc1,0.4,6.0,-37.7,-0.1
CCOC(=O)N1CCC(N2C(=O)c3ccccc3C2Nc2cccc(C)c2C)CC1 (centres undefined),1.5,5.5,-11.8,-0.2
Cc1cccc(-c2n[nH]c(=S)n2-c2ccccc2)c1[N+](=O)[O-],-0.8,21.0,3.2,0.0
CN(c1ccc(S(=O)(=O)N2CCCC2)cc1[N+](=O)[O-])C1CCCCC1,-1.2,6.2,3.3,-0.1
CCOCCCNC(=O)c1cc(Nc2ccc(OC)cc2)nc2ccccc12,-0.7,7.5,10.3,0.1
COC(=O)c1ccc(/C=N/NC(=S)N/N=C/c2ccc(C(=O)OC)cc2)cc1,-0.7,8.9,-1.5,0.0
COc1ccccc1[C@@H]1C[C@H](OC(=O)CCC2CCCC2)C(=O)N1C,-0.1,-4.5,4.0,0.0
CCOc1ccccc1-c1noc(CCCC(=O)Nc2ccccc2Cl)n1,0.2,-17.0,-13.0,0.0
NC(=O)c1cc(S(=O)(=O)NCCc2ccccc2)cs1,-0.5,-10.0,3.2,0.1
O=C(CN1C(=O)CCc2ccccc21)N1CCN(c2ccccc2F)CC1,0.4,-20.1,-0.5,0.0
CCC(=O)N1CCN(c2ccc(NC(=O)C(C)C)cc2Cl)CC1,-1.0,-26.8,-15.2,0.4
COc1ccc(NC2CCC(C3OCCO3)CC2O)cc1 (centres undefined),0.0,-2.6,-0.8,0.1

(cont.)
compound,GPR151 activ,MITF inh,TEAD-YAP inh,FBW7 act
CC(C)N1C(=O)CCC1C(=O)NC(c1ccccc1)c1ccccc1 (centres undefined),-0.3,-5.2,-2.9,0.1
CC1CCN(CCCNc2ccc(C(=O)Nc3ccc(C(C)C)cc3)cc2[N+](=O)[O-])CC1,-1.5,21.0,-7.4,0.1
CS(=O)(=O)c1ccc(C(=O)Nc2ccc(O)c(-c3nc4ccccc4s3)c2)cc1,-0.3,6.1,-5.7,0.2
CN(C)CCCNc1ncnc2c1c(-c1ccccc1)cn2-c1cccc(C(F)(F)F)c1,-1.7,2.7,6.5,0.3
COC(=O)C1=C(C)NC(=O)CC1c1ccc(Cl)cc1Cl (centres undefined),1.0,6.3,8.9,0.0
CC1CCCC(NC(=O)Nc2ccc3snnc3c2)C1C (centres undefined),-0.9,-1.8,-0.7,0.2
O=C(Nc1ccc2c(c1)OCO2)c1csc(NCCN2CCOCC2)n1,-1.3,10.0,-0.5,-0.3
CC(C)C(=O)Nc1cccc(C(=O)Nc2ccc(S(=O)(=O)NC3CCCCC3)cc2)c1,1.3,7.1,-17.1,0.6
CC(C)(C)S(=O)(=O)Cc1ccc([N+](=O)[O-])cc1,-0.8,5.9,-5.7,0.2
CC(C)CC(O)(CC(C)C)C(=O)NNc1ccccc1,-0.2,11.4,13.8,0.0
C#CCSc1nc(C2CCCC2)nc2c1c(=O)n(C)c(=O)n2C,0.5,11.9,1.3,-0.1
CCCN(CCC)S(=O)(=O)c1ccc(C(=O)Nc2sc3c(c2C(N)=O)CCCC3)cc1,0.8,-1.0,-0.5,0.0
CC(=O)/C(C)=N/O,-0.5&3.2,-3.7&8.9,7.1,-0.2&0.1
COc1ccc(NC(=O)/C(C#N)=C/c2ccco2)cc1,-2.7,-0.9,-41.3,-0.1
CCCOC(=O)c1cccc(NC(=O)c2cncc(Br)c2)c1,-2.2,8.2,-23.9,0.5
O=c1c(Cl)c(Cl)cnn1-c1nc2ccccc2o1,-1.7,3.3,-6.6,-0.1
CN1C(C)(C)CC(N(C)S(C)(=O)=O)CC1(C)C,-0.8,-8.2,-1.4,0.0
CCOc1ccc2nc(SCC(=O)Nc3ccc4nc(SCC(=O)OC)sc4c3)sc2c1,-0.7,-2.4,12.8,-0.1
O=C(NCCn1ccnc1)C1CC12CCN(Cc1nc(-c3ccccc3)cs1)CC2 (centres undefined),-0.1,-3.3,3.8,0.0
CC(Cc1c[nH]c2ccccc12)NC=O (centres undefined),-0.2,-9.7,3.1,-0.6
O=C(Nc1nc(-c2ccncc2)cs1)c1cc2cc([N+](=O)[O-])ccc2s1,2.5,12.9,6.3,0.2
O=C(NCC1Cc2cc(-c3cccnc3)cc(F)c2O1)C1=CCCC1 (centres undefined),0.4,14.7,9.1,0.0
O=C(Nc1nc(-c2cccc3ccccc23)cs1)c1ccc([N+](=O)[O-])cc1,0.9,8.0,14.4,0.2
COC(=O)c1ccc(C(=O)Nc2cc(C)on2)cc1,-4.8,-9.7,-37.7,0.0
C/C(CC(=O)Nc1ccc(Cl)cc1C(F)(F)F)=N\NC(N)=S,1.0,5.2,1.6,-0.1
NC(=O)NC(CC(=O)N1CCc2ccccc2C1)c1cccc(Oc2ccccc2)c1 (centres undefined),-1.1,5.1,2.2,0.1
COc1cc(CO)cc(Br)c1OCC(=O)Nc1cccc2ccccc12,0.7,-2.3,1.3,0.2
Cc1ccc(CC2(CCC(=O)NCCc3ccncc3)CCC(=O)N2)cc1 (centres undefined),1.3,10.8,-12.1,-0.4
C[C@@H]1CN(c2nc3nonc3nc2NCc2ccccc2)C[C@H](C)O1,0.7,-6.6,5.2,0.1
C=CCN1C(=O)C(CC(=O)Nc2ccc(C(=O)OCC)cc2)S/C1=N/c1nccs1 (centres undefined),-1.4,9.4,-6.0,0.7

Following part:
| molecule | GPR151 activ | MITF inh | TEAD-YAP inh | FBW7 act |
| --- | --- | --- | --- | --- |
| COc1cccc(C(=O)Oc2coc(CSc3nccn3C)cc2=O)c1 | 1.7 | 11.2 | 11.5 | -0.6 |
| CCCCSc1nc2ccsc2c(=O)n1-c1ccccc1 | 2.7 | 9.4 | 7.7 | 0.3 |
| Cc1ccc(Nc2nc3nonc3n3cnnc23)cc1Cl | 0.3 | 13.5 | 2.8 | -0.5 |
| CCOC(=O)c1c(C#N)c(SC)nc2c1CCCC2 | 0.2 | -12.7 | 0.2 | 0.3 |
| FC(F)(F)c1cccc(CNc2ccnc(NCc3ccc4c(c3)OCO4)n2)c1 | 2.1 | -2.1 | 16.4 | 0.0 |
| Cc1noc(C)c1CN1CCN(C(=O)/C=C/c2ccc3c(c2)OCO3)CC1 | -0.4 | 3.8 | 3.7 | 0.1 |
| COc1cc2nc(-c3ccc(N4CCOCC4)nc3)nc(NCCN(C(C)C)C(C)C)c2cc1OC | -0.7 | 8.7 | 4.1 | 0.1 |
| COC(CNC(=O)C(=O)NCC1OCCN1S(=O)(=O)c1ccc(Cl)cc1)OC (centres undefined) | -0.9 | 9.5 | -5.7 | 1.1 |
| O=C1NC(=S)S/C1=C/c1ccccc1Br | 0.6 | 4.0 | 0.3 | 0.0 |
| Cn1c(=O)[nH]c(=O)c2c1nc(NCCN1CCOCC1)n2CCCOc1ccccc1 | -0.3 | 12.3 | -6.9 | 0.4 |

Next part.
| molecule | GPR151 activ | MITF inh | TEAD-YAP inh | FBW7 act |
| --- | --- | --- | --- | --- |
| Cc1ccccc1NC(=O)c1c(N)sc2c1CCCCC2 | -1.1 | -5.0 | -4.4 | -0.3 |
| O=C(NCc1ccccc1Cl)c1cc(S(=O)(=O)N2CCC3(CC2)OCCO3)ccc1F | -0.9 | -12.0 | -0.2 | -0.1 |
| c1ccc2c(c1)Nc1nc3ccccc3nc1O2 | -5.3 | -22.1 | -17.4 | 0.4 |
| Cc1cnc(NC(=O)c2ccncc2)s1 | -2.4 | 17.1 | -12.1 | -0.2 |
| Cc1ccc(/C=C2\C(=O)NC(=S)N(c3ccc(Br)cc3)C2=O)o1 | -0.5 | 16.0 | 5.1 | 0.3 |
| CCc1ccc2nc(NC(=O)CN3C(=O)NC4(CCCCC4C)C3=O)sc2c1 (centres undefined) | 1.6 | 0.8 | -34.9 | 0.0 |
| COc1cc(OC)cc(C(=O)NC(=S)Nc2ccc(F)c([N+](=O)[O-])c2)c1 | 0.8 | 16.5 | 16.5 | -0.1 |
| CCOC(=O)c1ccc(NC(=O)CCNS(=O)(=O)c2ccc3[nH]c(=O)ccc3c2)cc1 | -0.3 | 9.4 | 4.4 | -0.8 |
| NCCCC[C@@H]1NC(=O)[C@@H]2C[C@H](NC(=O)c3ccc(-c4ccccc4)cc3)CN2C1=O | -0.8 | 12.3 | 15.0 | 0.0 |
| CCCC1=NS(=O)(=O)c2ccccc2N1 | 4.2 | 2.9 | 1.0 | -0.1 |

Additional records follow:
| molecule | GPR151 activ | MITF inh | TEAD-YAP inh | FBW7 act |
| --- | --- | --- | --- | --- |
| CCOc1cccc(-c2nc3ccccc3c(=O)o2)c1 | -2.4 | 11.8 | -19.7 | -0.2 |
| O=C(CN1C(=O)NC2(CCCCC2)C1=O)N1CCOCC1 | -0.5 | -11.4 | 9.9 | 0.1 |
| O=C(NCc1ccc(Cl)cc1)C1CCCN1S(=O)(=O)c1cccc2nsnc12 (centres undefined) | 0.3 | -4.2 | -16.1 | -1.2 |
| COC(=O)c1ccccc1NC(=O)c1noc2c1CC(C(C)(C)C)CC2 (centres undefined) | 2.1 | 8.0 | 0.4 | -0.2 |
| CCCCC1CCC(C(=O)Nc2c3c(nn2C(C)(C)C)CSC3)CC1 (centres undefined) | 0.0 | -11.4 | -5.9 | 0.0 |
| O=C(N/N=C/c1cc(Cl)cc([N+](=O)[O-])c1O)c1ccccc1O | 5.1* | 6.9 | -1.4 | -0.5 |
| O=C(COc1ccc(Cl)cc1)N(CCN(C(=O)COc1ccc(Cl)cc1)c1ccccc1)c1ccccc1 | -0.8 | -6.3 | -6.6 | 0.0 |
| COc1ccc(Br)cc1S(=O)(=O)n1nc(C)cc1C | 0.2 | 11.7 | -1.1 | 0.0 |
| CCOC(=O)C(C)NC(=O)C(Cc1c[nH]c2ccccc12)NC(=O)C1CCC(C)CC1 (centres undefined) | 0.8 | 0.0 | 5.3 | 0.1 |
| CN1CCN(NC(=O)COc2ccc(Cl)cc2)CC1 | -0.2 | -18.8 | 8.2 | 0.0 |

Following part
| molecule | GPR151 activ | MITF inh | TEAD-YAP inh | FBW7 act |
| --- | --- | --- | --- | --- |
| CN(C)N=Nc1ccc(-c2cn(Cc3ccccc3)cn2)cc1 | -0.5 | -4.6 | -46.9 | -0.5 |
| CCOC(=O)CSc1nc2c(sc(=S)n2-c2cccc(C(F)(F)F)c2)c(=O)n1-c1ccccc1 | 1.3 | -9.9 | -29.5 | 0.1 |
| COc1ccc2c(c1OC)C(=O)N1c3ccccc3N=C(c3ccc(C)cc3)CC21 (centres undefined) | 0.6 | 17.7 | -6.2 | 0.6 |
| CCOC(=O)C1C(=O)C=C(c2ccco2)CC1c1ccccc1OC (centres undefined) | -0.1 | 2.3 | 15.1 | 0.1 |
| COc1ccccc1NC(=O)c1c(NC(=O)c2ccccc2F)sc2c1CCC2 | -0.9 | 11.7 | 10.4 | 0.3 |
| CCCCOc1ccc(Cl)cc1C=C1C(=O)NC(=O)NC1=O | -2.4 | 30.4 | 5.3 | 0.1 |
| CCOC(=O)c1ccccc1NC(=O)Cc1c(C(=O)O)[nH]c2ccc(Cl)cc12 | 0.9 | 17.6 | 2.5 | 0.8 |

4 consecutive records from above, for reference:
| molecule | GPR151 activ | MITF inh | TEAD-YAP inh | FBW7 act |
| --- | --- | --- | --- | --- |
| CCOC(=O)C1C(=O)C=C(c2ccco2)CC1c1ccccc1OC (centres undefined) | -0.1 | 2.3 | 15.1 | 0.1 |
| COc1ccccc1NC(=O)c1c(NC(=O)c2ccccc2F)sc2c1CCC2 | -0.9 | 11.7 | 10.4 | 0.3 |
| CCCCOc1ccc(Cl)cc1C=C1C(=O)NC(=O)NC1=O | -2.4 | 30.4 | 5.3 | 0.1 |
| CCOC(=O)c1ccccc1NC(=O)Cc1c(C(=O)O)[nH]c2ccc(Cl)cc12 | 0.9 | 17.6 | 2.5 | 0.8 |

Compound activity deposited in PubChem by The Scripps Research Institute Molecular Screening Center.

Compounds as they come; about 3.5% have a hit in one of these screens.
